ALOX12 inh: ALOX12 (human) lipoxygenase inhibition | P18054 | purified 12hLO, xylenol orange hydroperoxide absorbance | Potency, µM (top dose mostly 108 µM), for the others: at the highest dose activity change, negative = inhibition, hits mostly inhibitors | 1.1% of 580,000 active; active means well fitted inhibition curve with a large enough effect; inconclusive means small, poorly fitted or top-dose-only effect, or another doubt; inactive means no such curve, though single readings can be large or run the other way
Target sequence (P18054 whole entry, looked up): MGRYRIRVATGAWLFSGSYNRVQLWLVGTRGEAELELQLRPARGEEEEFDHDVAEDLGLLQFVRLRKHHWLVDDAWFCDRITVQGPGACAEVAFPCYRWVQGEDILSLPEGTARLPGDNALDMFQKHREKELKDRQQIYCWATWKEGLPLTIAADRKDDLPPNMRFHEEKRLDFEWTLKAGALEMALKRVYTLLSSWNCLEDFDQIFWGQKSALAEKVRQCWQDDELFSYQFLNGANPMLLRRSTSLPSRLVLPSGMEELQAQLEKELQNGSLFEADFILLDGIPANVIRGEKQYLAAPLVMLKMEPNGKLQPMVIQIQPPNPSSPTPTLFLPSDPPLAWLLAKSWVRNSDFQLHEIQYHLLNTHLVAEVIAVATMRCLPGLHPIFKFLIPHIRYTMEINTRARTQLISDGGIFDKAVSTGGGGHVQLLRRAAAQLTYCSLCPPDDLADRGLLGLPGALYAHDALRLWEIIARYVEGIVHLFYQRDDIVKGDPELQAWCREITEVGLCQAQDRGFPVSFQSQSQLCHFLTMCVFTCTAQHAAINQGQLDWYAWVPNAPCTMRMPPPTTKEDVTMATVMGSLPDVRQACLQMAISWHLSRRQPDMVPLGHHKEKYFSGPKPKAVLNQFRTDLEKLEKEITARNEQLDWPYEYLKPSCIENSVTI
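Purified human 12hLO at 150 nM in 25 mM Hepes, 0.01% Triton X-100, pH 7.0, preincubated 15 min at room temperature with compound. Reaction started with 40 uM arachidonic acid, 30 min at room temperature. Hydroperoxide measured by Fe-xylenol orange, 573/405 nm absorbance ratio.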
* = called active by the depositor; u = inconclusive; [ ] = remark or other dose. On the % scale 0 is the no-effect control and ±100 the full control effect; potency means the concentration at half of the fitted maximal effect. An excerpt; rates above refer to the full screens.

mol | ALOX12 inh
CCn1cc(S(=O)(=O)N2CCC(c3ncc(C)n3CCOC)C2)cn1 (configuration not stated) | 34.7%
Cn1c(=O)[nH]c(=O)c2c1nc(NCCc1ccccc1)n2CC(=O)c1ccccc1 | -3.5%
CC(C)N1CCC(NC(=O)c2cccc3ccccc23)CC1 | 4.1%
CCS(=O)(=O)N(C1CC1)C1CCOC2(CCN(C(=O)Nc3cccc(C)c3)CC2)C1 (configuration not stated) | 23.3%
COc1cccc(CN2CCCCCCNC(=O)CC2)c1OC | 6.2%
COc1ccc(S(=O)(=O)N2CCN(c3cc(N4CCOCC4)nc(C)n3)CC2)c(C)c1C | 14.8%
COc1ccccc1NC(=O)C1CC(=O)N(Cc2ccccn2)c2nc3ccccc3n21 (configuration not stated) | 67.6%[activator]
COc1cccc(NC(=O)CSC2=C(C#N)C(c3ccc(C(C)C)cc3)C3=C(CCCC3=O)N2)c1 (configuration not stated) | 51.2%
CCc1noc(-c2cn(C3CCN(C(=O)c4cccc(OC)c4)CC3)nn2)n1 | 32.3%
O=c1oc2cc(OCc3nn[nH]n3)ccc2cc1-c1ccc(F)cc1 | -8.8%
COc1ccc(C[C@H](NC(=O)[C@@H]2C[C@H](NC(=O)Nc3cccc(SC)c3)CN2C(=O)C=C(C)C)C(N)=O)cc1 | 12.9%
CC(=O)Nc1ccc(NC(=O)CCc2ncc(-c3ccc(Cl)cc3)o2)cc1 | -75.7%
Cc1ccc(C(=O)N2CCN(c3cc(=O)n4nc(-c5ccccc5C)sc4n3)CC2)cc1 | -7.9%
C[C@H]1[C@@H](NC(=O)Nc2ccc3c(c2)OCO3)CC[C@@]23CCCN2C(=O)CCC[C@@H]13 | -8.6%
CC(CCn1cccn1)NC(=O)c1ccc(OC2CCN(C(=O)C3CC3)CC2)cc1 (configuration not stated) | 17.5%
Cc1noc(C)c1CC(=O)NCCc1noc(C2CC2)n1 | 42.7%[activator]
CN(C)C[C@H]1C[C@@H](CO)CN(C(=O)c2csc(Cc3ccccc3)n2)C1 | 11.9%
Cc1cccc(C)c1-c1cc(C(=O)N2CCOCC2)c2cnn(C)c2n1 | 4.3%[6.33 µM]
C=CCNc1nc(-c2ccc3c(c2)OCCCO3)cs1 | -7.5%
Cc1ccc(NC(=O)CN2CCN(C(=O)CN(C)Cc3cnn(-c4ccccc4)c3)CC2)cc1 | -53.2%
Cc1c(C(=O)C(=O)Nc2ccc(C(N)=O)cc2)c2ccccc2n1C | 1.6%
CCN1C(=O)N(C(C)=O)[C@@H]2C[C@H](C(=O)N3CCCC3)[C@H](C)[C@H](c3ccccc3)C[C@@H]21 | 1.0%
O=C(Nc1nnc(C(F)(F)F)s1)C1CCN(C(=O)c2ccccc2Cl)CC1 | -2.5%
CCOC(=O)c1c(C)c(C(=O)Nc2ccc(F)c(Cl)c2)c(C)n1C | -17.1%
CC1CCN(C(=O)CCc2nc3sc4c(c3c(=O)[nH]2)CCCCC4)CC1 | u

5 entries out of the list, arranged by SMILES length, low to high.
mol | ALOX12 inh
Cc1noc(C)c1CC(=O)NCCc1noc(C2CC2)n1 | 42.7%[activator]
Cc1c(C(=O)C(=O)Nc2ccc(C(N)=O)cc2)c2ccccc2n1C | 1.6%
O=C(Nc1nnc(C(F)(F)F)s1)C1CCN(C(=O)c2ccccc2Cl)CC1 | -2.5%
CC(CCn1cccn1)NC(=O)c1ccc(OC2CCN(C(=O)C3CC3)CC2)cc1 (configuration not stated) | 17.5%
CCN1C(=O)N(C(C)=O)[C@@H]2C[C@H](C(=O)N3CCCC3)[C@H](C)[C@H](c3ccccc3)C[C@@H]21 | 1.0%

(continued)
mol | ALOX12 inh
CN(CC(=O)N1CCC2(CC1)CN(CC(=O)O)C(=O)O2)Cc1cccnc1 | 12.2%
CC(=O)NC1=NN(C(C)=O)C2(S1)C(=O)N(C)c1c(C)cccc12 (configuration not stated) | 24.4%
Cc1ccc(CN2CCC(C3CCNC3)CC2)nc1 (configuration not stated) | 64.7%[activator]
CCCNC(=O)C(C)NC(=O)CN(C)Cc1ccc(C(F)(F)F)cc1 (configuration not stated) | -26.7%
Cc1cc(=O)oc2cc(OCC(=O)Nc3ccc(Oc4ccccc4)cc3)ccc12 | 11.0%
CCOC(=O)C(=O)Nc1ccc(C(=O)OCC)cc1 | 4.3%
Cc1c2cnn(-c3ccccc3)c(=O)c2c(C)n1CCCC(=O)NCc1ccccn1 | 20.1%
O=c1cc(CN2CCCN(c3ccc(C(F)(F)F)cn3)CC2)nc2ccccn12 | -10.5%
CCCOc1cc(C)c(Cl)cc1S(=O)(=O)N1CCCC1 | 23.7%
Cn1c(C=O)ccc1-c1ccc(F)cc1 | 6.4%
O=C(c1ccncc1)N1CCC(Cc2noc(-c3ccccc3)n2)C1 (configuration not stated) | 67.4%[activator]
COc1ccc(C(=O)N2CCc3c(nc4cc[nH]n4c3=O)C2)c(C)c1 | 22.2%
CCCn1nc(C(=O)OCCOc2c(Cl)cccc2Cl)c2ccccc2c1=O | 1.1%
CN(C)C(=O)CNC(=O)c1cc2sccc2n1Cc1ccccc1 | 68.9%
COc1ccccc1CCNC(=O)CSc1ccccc1C(=O)OCC(=O)C(C)(C)C | -40.3%
O=C1COc2ccc(-c3ccncc3)nc2CN1Cc1ccccc1 | 15.9%[176 µM]
CC(NC(=S)NC(C)C1CC2CCC1C2)c1ccccc1 (configuration not stated) | 23.4%
CC(C)=CCC1(CO)CCCN(CC(=O)N2CCCCCC2)C1 (configuration not stated) | 28.6%
O=C(O)CCNS(=O)(=O)c1ccc(F)cc1 | u
Cc1c(C(=O)N2CCCC(c3ccccc3)C2)sc2ncnc(NCCc3ccccn3)c12 (configuration not stated) | 8.7%
CCCN(Cc1cc(OC)c(OC)c(OC)c1)Cc1cc(=O)n2cc(C)sc2n1 | -6.9%
COCCn1ncc(N2CCCC(CC(=O)Nc3cc(C)ccc3OC)C2)cc1=O (configuration not stated) | -3.9%
CCN(Cc1cc(=O)oc2c(C)c(O)ccc12)C1CC1 | u
COc1ccc(Cc2ncc3c(n2)CN(C(=O)c2cc(C)c(C)cc2C)C3)cc1 | 4.8%
CCn1c(CO)nnc1C1CC(NC(=O)CN2CCOCC2)C1 (configuration not stated) | 52.7%[activator]

mol | ALOX12 inh
CC(C1=C(O)CC(C)(C)CC1=O)C1=C(O)CC(C)(C)CC1=O | -12.0%
O=[S+]([O-])(Nc1ccccc1)c1ccc2c(c1)OCCN(Cc1ccc(F)cn1)C2 | 21.7%[176 µM]
CC(C)c1cc(C(=O)N2Cc3ccc(CN4CCN(C)CC4)cc3C2)c(O)cc1O | u
Cc1cccc(-c2cccc(NC(=O)C3CCCN(C(=O)c4cccc(C)n4)C3)c2)c1 (configuration not stated) | 89.5%[activator]
C[C@]12CCC(=O)C=C1CCC1C3CC[C@](O)(C(=O)CO)[C@@]3(C)CC3OC312 (some centres not stated) | -3.1%
O=C(CCc1c[nH]c2ccccc12)N1CCC(c2noc(C3CC3)n2)C1 (configuration not stated) | 12.7%
COc1ccc(S[C@]2(C(=O)N(C)C)CC(=O)N(c3ccc4ccccc4c3)[C@@H]2c2ccc(OC)cc2)cc1 | u
O=C(C1CCCC1)N1CCCN(c2nc3ncccc3o2)CC1 | 3.1%[176 µM]
COCCN1Cc2ccc(NCc3ccccc3)nc2C(C)(C(=O)NC2COC2)C1 (configuration not stated) | -3.2%[176 µM]
COCc1c(C(=O)N2CCN(C)CC2)cnn1-c1ncc2c(n1)-c1ccccc1CCC2 | 1.6%
COc1cccc(CN2CCC3(CC2)NCCc2c3[nH]c3ccccc23)c1 | u
O=C(NCCC1=CCCN(CCCn2cccc2)C1)c1ccco1 | 2.4%
Cc1cc(C(C)(C)c2ccc(OC(=O)c3ccccc3F)c(C)c2)ccc1OC(=O)c1ccccc1F | 8.3%
C[C@@H]1CN(Cc2ccc3c(c2)CN(Cc2cccc4c2OCO4)CCO3)C[C@H](C)O1 | 12.6%
O=C(/C=C/c1ccc(-c2cccc(Cl)c2)o1)c1cc(Cl)ccc1Cl | 17.8µM*
CCC(=O)Oc1ccc2c(=O)c(-c3ccc(OC)c(OC)c3)c(C(F)(F)F)oc2c1 | -29.3%
COc1ccc(CC(=O)N2CC(CO)C3(CCNCC3)C2)cc1 (configuration not stated) | 48.1%[activator]
O=C1NCc2ccccc2CC12CCCN(Cc1ccc(F)cc1F)C2 (configuration not stated) | u
Cn1ccnc1C(=O)NCC(=O)N1CCCCCNC(=O)CC1c1ccccc1 (configuration not stated) | 63.1%[activator]
CN(C)C[C@@H]1CN(Cc2ccncc2)C[C@H]1NC(=O)c1ccc(Cl)cc1 | 38.1%
O=C(c1ccc(Cl)nc1)N1CCc2nc(-c3ccc(Cl)cc3)nc(-c3ccccc3)c2C1 | 5.4%
O=C(NCc1ccncc1)C1CC(=O)N(c2n[nH]c3ccccc23)C1 (configuration not stated) | 5.0%
C[S+](=O)([O-])N1CCC(Cn2ccc3c(N4CCOCC4)nc(-c4cccc(O)c4)cc32)CC1 | 2.4%
COc1ccc(OC)c(CNC(=O)c2nccnc2N)c1 | 19.7%
COc1ccc(CN2C[C@@H](F)[C@@H](OCc3nc4ccccc4[nH]3)C2)cc1 | 58.1%[activator][176 µM]

mol | ALOX12 inh
COc1ccc(C(=O)NC2CCN(c3cc(-c4ccccc4)[nH]n3)CC2)c(OC)c1 | 2.0%
COc1cc(/C=C(/C#N)C(=O)c2ccccc2)cc(Br)c1O | u
CCc1noc(COc2ccc(C(=O)NC)cc2)n1 | u
CC(C)c1nccn1CCCNC(=O)c1ccc(N2CCCC(CO)C2)nc1 (configuration not stated) | 35.7%[activator]
Cc1ccc(-c2nc(C#N)c(NCC(c3cccs3)N3CCOCC3)o2)cc1 (configuration not stated) | 1.0%
CC(NC(=O)CCC1CCCO1)c1cccs1 (configuration not stated) | 3.0%
CSc1nc2ccccc2c(=O)n1CC(=O)c1ccc(C)cc1 | -20.3%
O=C(O)C1(c2cccc(Br)c2)CCOCC1 | -2.3%
CCCNC(=O)NC(=O)CN(CCC1CCCCC1)CC(N)=O | 2.2%
CC(=O)c1ccc(NC(=O)Cn2ccn3nc(-c4ccccc4)c(CO)c3c2=O)cc1 | u
CN(C)c1ncc2nc(CCc3ccccc3)c(=O)n(Cc3ccc(F)cc3)c2n1 | u
CO[C@H]1C(=O)N(C(C)C)[C@H]1C1CCN(C(=O)c2cnc(C)cn2)CC1 | 7.4%
CCCCNC(=O)c1nc(C2CCN(S(=O)(=O)c3ccc(Cl)cc3)CC2)oc1-c1ccccc1 | 1.4%
CC(C)c1ccc(C(=O)N2CC[C@H](N(C)C)[C@H](CCC(=O)O)C2)c(=O)[nH]1 | u
COc1ccc(NC(=O)COC(=O)c2nn(C)c(=O)c3ccccc23)cc1 | 5.2%
C[C@H](CO)N1C[C@H](C)[C@@H](CN(C)C(=O)Nc2ccc(F)cc2)OCc2cn(nn2)CCCC1=O | 0.3%
NC(=O)NC(=O)CSc1nnc(-c2ccccc2)c(-c2ccccc2)n1 | -50.4%
COCCC1(NS(C)(=O)=O)CCN(C(=O)c2ccoc2)CC1 | 38.9%[activator]
CCN(CC)c1nc2ncn(CC(=O)Nc3cc(C)cc(C)c3)c(=O)c2s1 | -5.8%
CCNc1c(NC(=O)Nc2cc(C)cc(C)c2)c(=O)oc2ccccc12 | u
Cc1cc(C(=O)CSc2nc3cc(S(N)(=O)=O)ccc3n2C)c(C)n1C1CC1 | u
O=C(NC1CCCCC1)C1c2ccccc2OCC(=O)N1Cc1ccccc1 (configuration not stated) | -0.8%
CC1CCN(CC2CCCN2)CC1 (configuration not stated) | -24.7%
Cc1ccc(CNC(=O)N2CCC(Oc3ccccc3-c3nc(C)no3)C2)cc1 (configuration not stated) | 9.0%
Cc1nc2cc(NS(=O)(=O)c3ccc(C(C)(C)C)cc3)ccc2o1 | u

6 records drawn at random from those above, as already listed:
mol | ALOX12 inh
Cc1nc2cc(NS(=O)(=O)c3ccc(C(C)(C)C)cc3)ccc2o1 | u
Cc1cc(C(=O)CSc2nc3cc(S(N)(=O)=O)ccc3n2C)c(C)n1C1CC1 | u
COc1ccc(C(=O)NC2CCN(c3cc(-c4ccccc4)[nH]n3)CC2)c(OC)c1 | 2.0%
COCCC1(NS(C)(=O)=O)CCN(C(=O)c2ccoc2)CC1 | 38.9%[activator]
COc1ccc(NC(=O)COC(=O)c2nn(C)c(=O)c3ccccc23)cc1 | 5.2%
CCCNC(=O)NC(=O)CN(CCC1CCCCC1)CC(N)=O | 2.2%

Later entries.
mol | ALOX12 inh
Cc1cnccc1CNC(=O)CC(c1cccc(O)c1)c1cccc(Cl)c1 (configuration not stated) | u
c1csc(-c2ccnc(N[C@H]3CO[C@H]4[C@@H]3OC[C@@H]4NCC3CCCCC3)n2)c1 | u
CC(C)NC(=O)N1Cc2cc(C(=O)NC3CCCC3)nc(-c3cccc(-c4cccnc4)c3)c2[C@@H]1CCO | -3.4%
CC(=O)Nc1ccc(NC(=O)CN2C(=O)NC3(CCOCC3)C2=O)cc1 | 18.9%
O=C(Nc1nc2ccc(F)cc2s1)c1ccc(CN2CCCCC2)cc1 | -52.9%
Cc1ccc(C(c2cccc([N+](=O)[O-])c2)c2ccc(C)s2)s1 | 24.1%
CCOCCCNC(=O)c1ccccc1C | -3.3%
CCCNC(=O)N1CCC(Oc2ccccc2)C1 (configuration not stated) | 12.7%
Cc1ccncc1-c1c(C)nn2c1N(C(=O)c1cccc(Cl)c1)CCC2 | -0.6%[176 µM]
COCCCN1CCCC2(CCN(C(=O)NCc3cccc(F)c3)C2)C1=O (configuration not stated) | 18.0%
CCNC(=O)CSc1nnc(-c2ccccc2Cl)n1-c1cccc(C(F)(F)F)c1 | 27.7%

Screens: PubChem, National Center for Advancing Translational Sciences (NCATS)
